# V1aR counter = activates human V1a receptor in oxytocin agonist counter-screen; CHO-V1R cells, Fluo-8 calcium fluorescence, agonist mode; 0% DMSO, 100% 3 nM vasopressin; activation, % at 3 µM; 320,000 tested, 0.25% active; AID 2797;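 active = activation above the mean activation of all tested compounds plus 3 SD, per screening run, cut at about 20% in these data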;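 also: signal is peak over basal fluorescence ratio across a 100 second FLIPR read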
# CHO-K1 Ca antag = nonselective inhibitor or artifact in parental CHO-K1 cells. ATP-induced calcium, Fluo-8 fluorescence. inhibition, % at 3 µM. 360,000 tested, 0.6% active;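 active = inhibition above a per-plate cutoff, the plate's mean sample inhibition plus 3 SD, cut at about 24% in these data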;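 also: 0% = DMSO plus EC80 ATP and 100% = DMSO alone without ATP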
# M1 ag parental = nonselective activator or artifact in parental CHO-K1 cells. Fluo-8 calcium fluorescence; scaled to maximal ATP response, vehicle zero. activation, % at 3 µM. 360,000 tested, 0.48% active. AID 602248; in the data active = activation above about 15%;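 also: untransfected CHO-K1 host cells lacking M1 receptor as counterscreen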
# CHO parental Ca = counter-screen: ATP calcium response change in parental CHO cells | parental CHO-K1, ATP-induced calcium, Fluo-8 fluorescence | inhibition, % at 5.6 µM | 330,000 tested, 0.63% active;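 active = inhibition above that plate's mean sample inhibition plus 3 SD, cut at about 26% in these data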;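 also: 0% = ATP-challenged DMSO wells and 100% = DMSO wells without ATP; some compounds past the cut are filed as inactive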
#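 material = parental CHO cells | also added = ATP as calcium-mobilizing challenge | dosing = single point at 5.6 µM | detection = intracellular calcium via Fluo-8 no-wash fluorescent dye | read-out = % inhibition | benchmarks = low control ATP plus DMSO, high control DMSO only | repeats = one well per compound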
# TAAR1 antagonist = human TAAR1 antagonism. AID 624466. inhibition, % at 3 µM. CHO RD-HGA16 TAAR1, Fluo-8 calcium fluorescence, antagonist. 360,000 tested, 1.5% active;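 active = inhibition above a per-plate cutoff, the mean inhibition of test compounds on that plate plus 3 SD, cut at about 49% in these data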;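 also: 0% = DMSO plus EC80 beta-PEA response and 100% = DMSO alone without agonist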
# Target sequence (Q96RJ0 whole entry, looked up): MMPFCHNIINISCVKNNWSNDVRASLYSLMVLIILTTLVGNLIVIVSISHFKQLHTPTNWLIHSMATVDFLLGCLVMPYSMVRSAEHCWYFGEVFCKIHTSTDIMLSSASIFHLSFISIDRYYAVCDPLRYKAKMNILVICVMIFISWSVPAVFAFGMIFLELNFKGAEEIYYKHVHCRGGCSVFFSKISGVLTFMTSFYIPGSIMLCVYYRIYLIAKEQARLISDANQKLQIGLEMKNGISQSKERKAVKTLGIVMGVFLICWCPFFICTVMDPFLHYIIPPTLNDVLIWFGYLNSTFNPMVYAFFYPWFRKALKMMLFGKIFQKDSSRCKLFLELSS
#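 Material: CHO RD-HGA16 cells bearing hTAAR1; compound dosing: one-point dosing, 3 µM nominal final; schedule: dye loading 75 min at 37 °C, then 30 min room temperature; measured by: calcium fluorescence with Fluo-8; control set: vehicle and agonist controls; replication: n of 1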
# OXTR ag = activates the human oxytocin receptor. P30559. CHO-OTR cells, Fluo-8 calcium fluorescence; normalized: DMSO 0%, oxytocin 100%. activation, % at 3 µM. 320,000 tested, 0.32% active. AID 2435;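 active = activation above the mean of all tested compounds plus 3 SD, cutoff set per screening run, cut at about 20% in these data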;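 also: peak over basal fluorescence ratio from a 100 s FLIPR kinetic read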
# Target sequence (P30559 whole entry, looked up): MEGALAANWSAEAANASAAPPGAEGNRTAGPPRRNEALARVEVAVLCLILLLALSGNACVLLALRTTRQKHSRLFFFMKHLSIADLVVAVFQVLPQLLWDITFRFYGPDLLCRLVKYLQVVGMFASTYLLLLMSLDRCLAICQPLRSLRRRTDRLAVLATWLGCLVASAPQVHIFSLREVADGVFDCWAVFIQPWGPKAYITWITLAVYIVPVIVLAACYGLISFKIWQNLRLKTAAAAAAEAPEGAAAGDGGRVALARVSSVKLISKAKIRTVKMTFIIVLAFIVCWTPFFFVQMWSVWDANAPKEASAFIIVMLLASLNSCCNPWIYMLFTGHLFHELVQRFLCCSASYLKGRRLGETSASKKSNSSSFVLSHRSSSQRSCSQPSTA
# OXTR potentiate = potentiates the human oxytocin receptor response; CHO-OTR cells, Fluo-8 calcium fluorescence, potentiator mode; 0% = oxytocin EC15, 100% = EC100; activation, % at 3 µM; 320,000 tested, 0.061% active; AID 2445;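 active = activation above that plate's cutoff, the mean activation of tested compounds plus 3 SD, cut at about 6.6% in these data, passing the limit was not always enough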;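 also: 100% uses oxytocin at 75 nM as the full agonist control; some results filed as inactive read as strong as hits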
#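 Assay system: CHO cell line stably expressing human OTR. Reagent: EC15 oxytocin agonist. Dosing: single dose, 3.0 µM nominal final compound concentration. Timing: compound 6 min at room temperature before oxytocin, 100 s read. Signal: kinetic Fluo-8 calcium fluorescence. Controls: oxytocin EC15 low and EC100 high.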
# CHO-K1 Ca PAM = M1 PAM counterscreen hit in parental CHO-K1 cells. ATP EC20, Fluo-8 calcium fluorescence; 0% at ATP EC20, 100% at ATP max. activation, % at 3 µM. 360,000 tested, 0.02% active;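 active = activation above the run cutoff, the mean activation of all test compounds plus 3 SD, cut at about 40% in these data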;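 also: peak over basal fluorescence ratio in a 140 s read after ATP addition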
# GPR7 antag = human neuropeptides B/W receptor 1 antagonism | P48145 | GPR7-expressing cells, fluorescence antagonist assay | inhibition, % at 4.4 µM | 290,000 tested, 1.1% active | AID 1861; in the data active = inhibition above about 16%, passing the limit was not always enough;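 also: cells stimulated with the agonist NPW; 0% = agonist with vehicle and 100% = vehicle without agonist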
# Target sequence (P48145 whole entry, looked up): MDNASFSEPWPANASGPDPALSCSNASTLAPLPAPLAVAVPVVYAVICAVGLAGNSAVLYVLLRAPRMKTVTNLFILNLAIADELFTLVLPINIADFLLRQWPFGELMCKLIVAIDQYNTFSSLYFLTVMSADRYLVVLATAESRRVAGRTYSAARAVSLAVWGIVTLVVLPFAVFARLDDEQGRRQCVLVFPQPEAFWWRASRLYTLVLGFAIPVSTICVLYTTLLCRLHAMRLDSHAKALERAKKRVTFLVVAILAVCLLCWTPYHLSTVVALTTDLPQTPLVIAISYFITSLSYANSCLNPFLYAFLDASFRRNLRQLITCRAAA
# Active calls of the source: *; / = no result given.
SMILES,V1aR counter,CHO-K1 Ca antag,M1 ag parental,CHO parental Ca,TAAR1 antagonist,OXTR ag,OXTR potentiate,CHO-K1 Ca PAM,GPR7 antag
COc1ccc(NC(=S)Nn2cnnc2)cc1OC,1.0,-19,0.6,-10,-13,0.9,-2,0,9
CCOC(=O)C1CCCN(C(=O)Cn2cccc2C(=O)c2ccccc2)C1 (stereo not drawn),-0.1,-7,0.8,-19,-10,-1.7,-5,14,0
CCN(CC)C(=O)c1ccc(-c2nnc(OC)c3ccccc23)cc1,-0.7,-3,1.1,-17,-31,-0.8,5,2,-16
COc1ccc(OC)c(CN(CCN2CCOCC2)C(=O)Nc2cccc(Cl)c2)c1,1.8,-6,1.3,-18,-5,-0.9,-3,9,8
O=C(Cc1ccc(Br)cc1)N1CCN(C(=O)c2ccco2)CC1,0.9,-5,1.0,0,-21,1.0,8,2,-12
O=C(OCC(=O)N(C1CCCCC1)C1CCCCC1)c1ccncc1,-0.6,0,1.4,-6,19,-2.1,-6,11,4
Cc1noc(C)c1C(=O)N1CCC1(C)C(=O)NS(=O)(=O)Cc1cccc(Cl)c1 (stereo not drawn),/,7,-0.3,/,-33,/,/,-7,/
O=C1c2ccccc2NC(c2ccc(Cl)cc2Cl)N1O (stereo not drawn),-0.1,11,-0.1,-9,-21,0.3,0,-5,-15
CCOc1ccc(OC(=O)C(CCS(C)(=O)=O)N2C(=O)c3ccccc3C2=O)cc1 (stereo not drawn),1.9,3,0.3,-7,-10,3.6,-4,-1,3
Cc1ccsc1C(=O)OCC(=O)Nc1cccc(S(=O)(=O)NC2=NCCCCC2)c1,-0.1,-19,2.2,-16,12,0.5,-11,9,-9

# Some of these compounds in order of the OXTR potentiate value, ascending.
SMILES | TAAR1 antagonist | OXTR potentiate | GPR7 antag
COc1ccc(NC(=S)Nn2cnnc2)cc1OC | -13 | -2 | 9
O=C1c2ccccc2NC(c2ccc(Cl)cc2Cl)N1O (stereo not drawn) | -21 | 0 | -15
O=C(Cc1ccc(Br)cc1)N1CCN(C(=O)c2ccco2)CC1 | -21 | 8 | -12

# Single entries from the list:
# O=C(Cc1ccc(Br)cc1)N1CCN(C(=O)c2ccco2)CC1 in V1aR counter reads 0.9
# COc1ccc(NC(=S)Nn2cnnc2)cc1OC in V1aR counter reads 1.0
# CCN(CC)C(=O)c1ccc(-c2nnc(OC)c3ccccc23)cc1 in V1aR counter reads -0.7

# (cont.)
SMILES,V1aR counter,CHO-K1 Ca antag,M1 ag parental,CHO parental Ca,TAAR1 antagonist,OXTR ag,OXTR potentiate,CHO-K1 Ca PAM,GPR7 antag
Cc1nc(C(F)(F)F)c(C(=O)NC(=O)Nc2ccccc2)s1,-0.8,-2,1.3,-10,-6,1.1,-2,13,-2
COc1ccc(S(=O)(=O)N(CC(=O)NC2CCCCC2)c2ccc(F)cc2)cc1,0.6,5,1.6,-5,-8,-1.2,-11,14,6
CCS(=O)(=O)Nc1ccc(C(=O)c2ccccc2)cc1,2.1,7,0.5,-6,7,1.6,-4,-6,-9
O=C(CN1CCN(Cc2ccccc2)CC1)NCC1COc2ccccc2O1 (stereo not drawn),0.2,-3,0.8,-10,-4,-0.2,2,20,-3
O=C(NCCC1CCCCN1S(=O)(=O)c1ccc(F)cc1)C(=O)Nc1ccccc1 (stereo not drawn),-1.0,-5,0.5,-23,-20,-2.5,-3,2,/
CC(C)(C)NC(=O)C(c1ccccn1)N(C(=O)c1csnn1)C1CCCCC1 (stereo not drawn),0.7,-2,-0.2,-19,-14,-0.6,-12,0,-11
COCCNC(=O)C1CCCN(Cc2cccc(C(F)(F)F)c2)CC1 (stereo not drawn),/,-8,0.6,/,0,/,/,19,/
N#CC1=C(N)Oc2cc(N)ccc2C1c1ccccc1F (stereo not drawn),8.6,-9,4.1,1,-10,5.2,-13,0,5
O=C(O)CSc1nnc(Cc2ccccc2)n1Cc1ccccc1,0.8,-10,-0.4,-2,13,-0.1,1,-3,-10
COc1ccc(CC(=O)N/N=C\c2cc(Br)c(O)c(Br)c2)cc1,/,-14,0.7,/,-4,/,/,18,-14
CCOC(Cn1c(SCc2cc(C(C)=O)ccc2OC)nc2ccccc2c1=O)OCC,0.3,-1,6.8,-8,14,-1.8,-11,24,-12
Cc1nnc(NC(=O)c2c(-c3ccccc3Cl)noc2C)s1,0.2,5,0.3,-11,-19,-0.9,-11,2,4
Cc1occc1C(=O)NNC(=S)NCc1ccc(Cl)cc1,7.8,-10,1.3,-11,-2,1.6,-5,10,-7
FC(F)(F)c1cccc(-c2ccn3ncnc3n2)c1,-0.8,-20,-0.1,-3,-8,-1.6,-6,6,1
O=c1[nH]c(/C=C/c2ccccc2)c([N+](=O)[O-])c(=O)[nH]1,/,-9,1.6,/,3,/,/,1,-12
O=C(NC(Cc1ccccc1)C(=O)O)/C(=C/c1ccco1)NC(=O)c1cccc([N+](=O)[O-])c1 (stereo not drawn),0.2,0,-0.2,-8,-4,-1.6,-10,18,-12
C[N+](C)(C)CC(=O)N1CCN(c2ccc3ccccc3n2)CC1,/,8,-0.3,/,3,/,/,18,-14
CCCNc1c(NS(=O)(=O)c2cccc(C#N)c2)c(=O)oc2ccccc12,-0.9,-13,2.3,-20,2,-0.8,1,4,1
Cc1[nH]n(-c2ccc([N+](=O)[O-])cc2)c(=O)c1C=NCCN1CCN(C(=O)C(C)C)CC1,1.1,-4,2.8,27*,11,0.3,-7,15,1
CCSc1nnc(-c2cc3c(s2)-c2ccccc2CC3)o1,0.8,-21,0.4,-28,-3,-1.1,-13,19,2
Cc1ccc(NC(=O)Cc2nnc(SCC(=O)Nc3ccccc3)n2C)cc1,-0.2,-10,-0.3,0,-10,-0.6,-6,18,-10
O=C(Nc1ccccc1)c1ccccc1Oc1ccc(C(F)(F)F)cc1[N+](=O)[O-],-1.1,5,-0.3,-13,-14,-2.2,-5,5,-7
O=C(CNC(=O)c1ccccc1)N/N=C/c1ccc([N+](=O)[O-])o1,-0.8,-2,1.7,-12,-14,-0.8,-4,19,-8
COC(=O)c1ccccc1NC(=O)c1nc2nc(C)cc(C)n2n1,-1.2,22,-0.1,-23,-19,-1.0,-5,-10,-15
COc1ccc(N(CC(=O)N2CCN(c3ccccc3F)CC2)S(=O)(=O)c2c(C)noc2C)cc1,1.2,-5,0.4,-10,-9,0.7,0,14,-6
CC12CC3CC(C)(C1)CC(C(=O)N1CCN(C(=O)C4CCCO4)CC1)(C3)C2 (stereo not drawn),0.1,-9,0.2,10,-9,-0.2,-13,3,8
COCCSc1nnc(NC(=O)c2cc(C(=O)OC)cc([N+](=O)[O-])c2)s1,-0.5,-8,0.6,-7,3,0.8,4,11,-10
CCCOc1ccc(N2C(=O)CC(SC(=NC)Nc3ccc(F)cc3)C2=O)cc1 (stereo not drawn),0.0,-8,0.5,-6,-11,-0.6,-10,22,2
S=C(NCCc1ccccc1)N1CCN(C23CC4CC(CC(C4)C2)C3)CC1,7.9,2,0.8,-9,15,11,-6,1,-1
CC(=O)N1Cc2ccccc2CC1C(=O)O (stereo not drawn),-0.6,-13,0.6,-3,-8,0.4,-5,19,8
Cc1ccc(S(=O)(=O)N[C@H](C(=O)OCC(=O)NC(=O)c2cccn2C)C(C)C)cc1,/,-4,2.3,/,-2,/,/,-3,/
Cn1c2ccccc2c(=O)c2cc(C#CC3=CCCCC3)ccc21,-1.3,-19,0.1,-29,21,-1.1,3,11,/
Cc1cccc(C)c1OCC(=O)Nc1ccccc1C(=O)N1CCOCC1,0.7,-5,0.6,-8,-8,-0.6,-4,27,-15
CC1C(=O)CCC1(C(=O)O)c1ccccc1 (stereo not drawn),0.6,-3,0.2,1,-2,-0.1,-14,2,-2
COc1c(N2CCN(C(=S)NCc3ccccc3)C(C)C2)c(F)cc2c(=O)c(C(=O)O)cn(C3CC3)c12 (stereo not drawn),4.2,-13,2.3,11,-18,0.6,-21,20,5
CCc1ccc(OCC(=O)NCCN(C)C)c(Br)c1,2.2,2,0.4,-6,3,0.3,-10,-4,-5
CCN(CC)Cc1ccccc1Sc1ccccc1,0.8,4,0.1,-5,-7,0.0,-1,9,-8
CC12CCCC(C(C#N)C(N)=O)(C1)NC(=O)C2C#N (stereo not drawn),/,-4,-0.3,/,-25,/,/,4,/
COc1ccc([C@H]2C=C(C(=O)O)O[C@@H](OCCCCO)C2)cc1,1.7,-2,0.1,-6,-6,0.8,-2,-8,/
Cc1ccc(-n2ccc(=O)c(C(=O)O)n2)cc1,-0.4,-3,0.4,-4,8,-0.3,-6,5,-4
CCCCCCCN1C(N(C)C)=NC[C@@H]1Cc1ccccc1,2.2,-7,1.7,12,6,5.5,-2,7,/
Cc1ccc(S(=O)(=O)N(C)CCCC(=O)Nc2cccc3ccccc23)cc1,8.7,1,7.6,6,15,8.6,-15,4,6
CCc1cc(C(=O)N2CCCC(C(=O)c3ccc(C(F)(F)F)cc3)C2)n(C)n1 (stereo not drawn),/,-15,5.1,/,-25,/,/,-1,19
O=C(NCCCN1CCOCC1)C1CC(=O)N(c2ccccc2)C1 (stereo not drawn),6.2,-16,0.9,-1,12,0.7,-5,7,-1
O=[N+]([O-])c1cc2ncccc2c2ncccc12,/,9,-0.3,/,-7,/,/,0,/
CCCCc1[nH]nc2c1C1(C(=O)N(CC)c3ccccc31)C(C#N)=C(N)O2 (stereo not drawn),-0.4,6,0.2,-6,10,4.6,-14,-1,-6
O=C(O)C1CC1(c1ccccc1)c1ccccc1 (stereo not drawn),-0.4,5,-0.6,-1,-2,0.0,-7,-20,-3
CCNCc1cc(Cl)cc(OC)c1OC(C)C,0.5,-8,0.8,-21,-27,-0.4,-3,18,6
Nn1c(SCC(=O)Nc2nccs2)nnc1-c1ccccn1,0.4,8,1.4,9,-2,0.9,-3,-4,/
COc1ccc(-n2nc(C(=O)NCC(=O)N3CCN(Cc4ccccc4)CC3)c3ccccc3c2=O)c(OC)c1,-0.7,-9,2.0,-18,-8,-2.0,-6,7,-2
# Remaining list, next part
SMILES,V1aR counter,CHO-K1 Ca antag,M1 ag parental,CHO parental Ca,TAAR1 antagonist,OXTR ag,OXTR potentiate,CHO-K1 Ca PAM,GPR7 antag
C/C(=N\N=C\c1ccc(N(C)C)cc1)c1cccc([N+](=O)[O-])c1,-0.3,14,-0.1,-7,15,1.3,-4,-8,-8
O=C(CCCSc1nc2ccccc2[nH]1)Nc1nnc(-c2ccccc2)o1,1.5,2,-0.2,-15,-2,-0.7,4,-2,7
CC(C)c1cccc(C(C)C)c1NC(=O)c1ccccc1,0.2,-4,0.9,-13,-22,-2.6,-23,-8,-2
Cc1ccc2oc(=O)n(CCC(=O)Nc3ccc(N4CCOCC4)cc3)c2c1,0.8,15,0.0,3,1,-0.5,-11,8,-2
COc1ccc(C(=O)Nc2cc(-c3ccc(C)cc3)no2)cc1,/,4,0.5,/,22,/,/,8,1
CC1CCN(C(=O)CCc2nc3cc(S(=O)(=O)N(C)C)ccc3n2C)CC1,0.3,-2,0.1,-7,-2,0.6,-4,3,0

# Compound activity deposited in PubChem BioAssay by The Scripps Research Institute Molecular Screening Center.
